HePTP inhibitor: inhibitors of human HePTP phosphatase, primary screen, biochemical, absorbance, leukemia target. 110,000 compounds, 0.64% hits. Tyrosine-protein phosphatase non-receptor type 7 (Homo sapiens), P35236. inhibition, % at 20 µM. recombinant HePTP phosphatase activity, OD absorbance; in the data active = inhibition above about 50%;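 note: plate controls were vehicle for no effect and reference inhibitor for full effect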
BAP1 inh: inhibitors of BAP1 deubiquitinase, primary screen, biochemical, Ub-AMC fluorescence, kinetic. Ubiquitin carboxyl-terminal hydrolase BAP1 (Homo sapiens), Q92560. 72,000 compounds, 0.48% hits. recombinant BAP1, Ub-AMC hydrolysis fluorescence kinetic; active compounds read low. activity remaining (% of control), % at 20 µM. AID 436, 2006;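 active = activity remaining at or below 50% of control, provided the compound also passes the data quality filters; inactive = the rest, including low values that fail the filters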;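 note: 100% = DMSO wells rate and 0% = substrate alone blank rate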
Target sequence (Q92560 whole entry, looked up): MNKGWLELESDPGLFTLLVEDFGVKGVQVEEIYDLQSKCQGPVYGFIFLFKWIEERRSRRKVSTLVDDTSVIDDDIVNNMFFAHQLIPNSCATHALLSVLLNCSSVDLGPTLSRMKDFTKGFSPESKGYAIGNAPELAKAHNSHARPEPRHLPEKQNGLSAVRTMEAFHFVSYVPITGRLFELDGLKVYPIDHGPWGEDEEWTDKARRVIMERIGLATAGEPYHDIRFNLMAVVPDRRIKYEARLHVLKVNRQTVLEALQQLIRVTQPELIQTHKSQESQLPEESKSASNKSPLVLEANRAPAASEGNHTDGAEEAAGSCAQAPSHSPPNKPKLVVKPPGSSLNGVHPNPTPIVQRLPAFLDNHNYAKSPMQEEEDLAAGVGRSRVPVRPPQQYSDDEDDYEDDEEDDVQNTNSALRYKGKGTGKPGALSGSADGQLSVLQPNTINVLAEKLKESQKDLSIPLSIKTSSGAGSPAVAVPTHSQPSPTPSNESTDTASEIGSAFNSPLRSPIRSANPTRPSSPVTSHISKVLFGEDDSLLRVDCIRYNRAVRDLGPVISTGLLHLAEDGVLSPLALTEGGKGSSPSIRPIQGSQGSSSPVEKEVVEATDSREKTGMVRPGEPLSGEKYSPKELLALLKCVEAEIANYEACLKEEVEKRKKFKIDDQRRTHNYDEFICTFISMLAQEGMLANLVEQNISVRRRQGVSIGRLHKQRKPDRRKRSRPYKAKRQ
Active calls of the source: *; nt = not tested or not shown; & = joins results of further samples.

SMILES	HePTP inhibitor	BAP1 inh
Cc1noc(C)c1COC(=O)CCCc1nc2ccccc2s1	2	98
COc1ccc(Br)cc1/C=C\C(=O)Nc1ccc([N+](=O)[O-])cc1OC	-4	nt
O=C(CSc1nc2ccccc2c(=O)[nH]1)c1ccc(O)c(O)c1	12	95
CCOC(=O)c1ccc(NC(=O)C2C3C=CC(C3)C2C(=O)O)cc1 (stereo not drawn)	7	103
COC(=O)CSc1nc(N)c2c3c(sc2n1)CC(C(C)(C)C)CC3 (stereo not drawn)	6	nt
COc1ccc(C(=O)Nc2ccccc2C(=O)NC(C(=O)N2CCOCC2)C(C)C)cc1 (stereo not drawn)	3	nt
COc1ccc(NC(=O)C(=O)NCc2ccccc2)cc1Cl	-2	nt
c1ccc(-c2cc(N3CCCCCC3)n[nH]2)cc1	-1	79
Cc1c2c(nc3c(C)cccc13)OC(C)C2 (stereo not drawn)	3	104
COc1cc(-c2nc3ccccn3c2NCC2CCCO2)ccc1O (stereo not drawn)	-7	88
Cc1cccc(C(=O)Nc2sc(C)c(C)c2C(N)=O)c1	-4	nt
O=c1/c(=C/c2ccccc2OCCOc2ccc([N+](=O)[O-])cc2)sc2nc3ccccc3n12	-8	nt
COC(=O)CSC1=C(C#N)C(=O)NC2(CCCCC2)S1	5	89
C(=C\c1ccccc1)/CN1CCN(C(c2ccccc2)c2ccccc2)CC1	18	90&96
c1ccc2c(c1)nc(-c1ccncc1)n1nnnc21	14	111
CCOc1ccc(NC(=O)c2csc3c2CCCC3)cc1	nt	140
COCCOC(=O)c1c(C)oc2ccc(OCc3cc(C(=O)OC)oc3C)cc12	3	92
O=C(CNc1ccc(Oc2ccccc2)cc1)N1CCOCC1	3	119
O=C1C2C3C=CC(C3)C2C(=O)N1/N=C/c1ccc(-c2ccc(Cl)c([N+](=O)[O-])c2)o1 (stereo not drawn)	-5	nt
NC1=C(N2CCCCC2)C(=O)c2ccccc2C1=O	12	nt
CCc1nccn1S(=O)(=O)c1cc(Cl)ccc1OC	0	nt
CCOC(=O)NC1(C(F)(F)F)NC(=O)N(C2CCCCC2)C1=O (stereo not drawn)	5	86
COC(=O)c1cc(C(=O)OC)cc(-n2c(C)cc(C(=O)CC#N)c2C)c1	-8	nt
Brc1ccc2c(c1)Nc1nc3nonc3nc1N2	-5	nt

An excerpt from above in order of molar mass, lowest first:
SMILES	HePTP inhibitor	BAP1 inh
Cc1c2c(nc3c(C)cccc13)OC(C)C2 (stereo not drawn)	3	104
c1ccc(-c2cc(N3CCCCCC3)n[nH]2)cc1	-1	79
c1ccc2c(c1)nc(-c1ccncc1)n1nnnc21	14	111
NC1=C(N2CCCCC2)C(=O)c2ccccc2C1=O	12	nt
Cc1cccc(C(=O)Nc2sc(C)c(C)c2C(N)=O)c1	-4	nt
CCc1nccn1S(=O)(=O)c1cc(Cl)ccc1OC	0	nt
Brc1ccc2c(c1)Nc1nc3nonc3nc1N2	-5	nt
COC(=O)CSC1=C(C#N)C(=O)NC2(CCCCC2)S1	5	89
COc1ccc(NC(=O)C(=O)NCc2ccccc2)cc1Cl	-2	nt
O=C(CSc1nc2ccccc2c(=O)[nH]1)c1ccc(O)c(O)c1	12	95
CCOC(=O)c1ccc(NC(=O)C2C3C=CC(C3)C2C(=O)O)cc1 (stereo not drawn)	7	103
Cc1noc(C)c1COC(=O)CCCc1nc2ccccc2s1	2	98
CCOC(=O)NC1(C(F)(F)F)NC(=O)N(C2CCCCC2)C1=O (stereo not drawn)	5	86
COc1cc(-c2nc3ccccn3c2NCC2CCCO2)ccc1O (stereo not drawn)	-7	88
COC(=O)c1cc(C(=O)OC)cc(-n2c(C)cc(C(=O)CC#N)c2C)c1	-8	nt
COC(=O)CSc1nc(N)c2c3c(sc2n1)CC(C(C)(C)C)CC3 (stereo not drawn)	6	nt
C(=C\c1ccccc1)/CN1CCN(C(c2ccccc2)c2ccccc2)CC1	18	90&96
COCCOC(=O)c1c(C)oc2ccc(OCc3cc(C(=O)OC)oc3C)cc12	3	92
COc1ccc(Br)cc1/C=C\C(=O)Nc1ccc([N+](=O)[O-])cc1OC	-4	nt
O=C1C2C3C=CC(C3)C2C(=O)N1/N=C/c1ccc(-c2ccc(Cl)c([N+](=O)[O-])c2)o1 (stereo not drawn)	-5	nt
COc1ccc(C(=O)Nc2ccccc2C(=O)NC(C(=O)N2CCOCC2)C(C)C)cc1 (stereo not drawn)	3	nt
O=c1/c(=C/c2ccccc2OCCOc2ccc([N+](=O)[O-])cc2)sc2nc3ccccc3n12	-8	nt

(list continues)
SMILES	HePTP inhibitor	BAP1 inh
CCOC(=O)C1=C(C)NC(SC)=NC1c1ccc(OC)cc1 (stereo not drawn)	9	nt
Cc1ccc2nc(-c3cc(N)ccc3Cl)oc2c1	-21	nt
O=C1NC(c2cccc([N+](=O)[O-])c2)=CCN1c1ccccc1O	nt	88
CCC(=O)N=c1sc2c(OC)ccc(OC)c2n1C	5	94
O=C1CC(N2CCOCC2)C(=O)N1c1ccccc1Cl (stereo not drawn)	8	56
CCOC(=O)c1c(NC(=O)c2ccc(Cl)c([N+](=O)[O-])c2)sc(C(=O)Nc2ccccc2OC)c1C	-6	nt
CCCC(C(=O)O)P(=O)(c1ccccc1)c1ccccc1 (stereo not drawn)	0	nt
O=C1NCCN1C(=O)C12CC3CC(CC(C3)C1)C2	5	116
COc1ccccc1N1CCN(C(=O)c2cccc(I)c2)CC1	6	nt
COc1ccc(-c2nnc(Nc3ccc(O)cc3)c3ccccc23)cc1	-14	nt
Cn1c2ccccc2c2nnc(SCC(=O)N(c3ccccc3)c3ccccc3)nc21	5	nt
Cc1cc2nc(SCCN3CCCC3)[nH]c2cc1C	0	105
CCOC(=O)C(O)C1CCc2c([nH]c3ccc(C)cc23)C1=O (stereo not drawn)	4	nt
O=c1cc(-c2ccccc2)nc2nc(SCc3ccccc3)[nH]n12	-3	94
CC1(C)CC2(CCO1)N1CC3([N+](=O)[O-])CN2CC([N+](=O)[O-])(C1)C3(C)C (stereo not drawn)	nt	110
CC(=O)c1n[nH]nc1Nc1nc(C)cc(C)n1	nt	117
O=C(NN=C1CCCCC1)c1ccc(O)cc1	-1	nt
COc1ccc(OCCSc2ncccn2)cc1	6	65
Nc1nnc(CCC(=O)c2ccccc2)s1	-1	nt
Cc1ccc(S(=O)(=O)CCc2nc3ccccc3s2)cc1C	-20	nt
Cc1ccccc1OCC(=O)Nc1cccc(N(C)S(C)(=O)=O)c1	-6	59
COc1ccc(CC(=O)Nc2ccc(Nc3ccccc3)cc2)cc1OC	0	nt
CCOC(=O)Cc1csc(NC(=O)CSc2nnnn2-c2ccc(F)cc2)n1	4	100
COc1ccc(N(CC(=O)Nc2cccc(SC)c2)S(=O)(=O)c2ccccc2)cc1	-9	nt

Grouped by structure: the entries above with a furan ring, fused or not (2)
SMILES	HePTP inhibitor	BAP1 inh
COCCOC(=O)c1c(C)oc2ccc(OCc3cc(C(=O)OC)oc3C)cc12	3	92
O=C1C2C3C=CC(C3)C2C(=O)N1/N=C/c1ccc(-c2ccc(Cl)c([N+](=O)[O-])c2)o1 (stereo not drawn)	-5	nt

Other compounds.
SMILES	HePTP inhibitor	BAP1 inh
COc1ccc(C(=O)N(Cc2ccco2)Cc2cc3cc(C)ccc3[nH]c2=O)cc1OC	5	85
CCn1cc(C(=O)N2CCN(c3ccccn3)CC2)c2cc(OC)c(OC)cc2c1=O	2	nt
O=C(O)CS(=O)(=O)CC(=O)O	4	105
Cc1ccccc1Cn1ccc(NC(=O)c2onc(C)c2Cl)n1	8	108
CCC(C)Sc1nnc(Cc2cc(=O)[nH]c(=O)[nH]2)n1-c1ccc(OC)cc1 (stereo not drawn)	3	99
O=C(Nc1ccc(OC(F)(F)F)cc1)C1CCCN1S(=O)(=O)c1ccc(Cl)cc1 (stereo not drawn)	-3	nt
Cc1ccc(C(C)C)c(OCCNC(=O)c2cc(F)c(F)cc2Cl)c1	-8	nt
O=C(NCc1ccco1)Nc1ccncc1	-2	nt
O=C(CSc1nnnn1Cc1ccccc1)NCCc1ccccc1	10	102
Cc1ccc(OC(=O)c2ccc([N+](=O)[O-])c(C)c2)c(-n2nc3ccccc3n2)c1	nt	151
CC/C(CC(C)(C)c1ccccc1)=N\O	6	101
COc1cccc(C2=CC(c3ccc(N(C)C)cc3)n3nnnc3N2)c1 (stereo not drawn)	5	110
COc1cc(OC)c([N+](=O)[O-])cc1/C=C1/C(=O)NC(=O)N(c2ccc(Br)cc2)C1=O	-6	nt
COc1cccc(N2C(=O)c3ccc(C(=O)Nc4cccnc4)cc3C2=O)c1	nt	65
Cc1cccc(CC(Cc2nc3ccccc3[nH]2)c2nc3ccccc3[nH]2)c1 (stereo not drawn)	11	92
Cn1c(=O)c2ncn(CC(=O)Nc3cc(C(F)(F)F)ccc3N3CCOCC3)c2n(C)c1=O	5	71
CCC(=O)N1CCN(C(=O)c2ccccc2)CC1	nt	97
CCOC(=O)CN1C(=O)C(C)(C)Oc2ccc(C(=O)Nc3ccccc3OC)cc21	7	86
CCOC(=O)CSc1nc2ccc(NC(C)=O)cc2s1	3	93
CS(=O)(=O)N1CCN(c2nc(-c3ccccc3)cs2)CC1	7	96
Cc1ccc(N2C(=O)CC(NCCc3cccc(F)c3)C2=O)cc1 (stereo not drawn)	-4	nt
CS(=O)(=O)N(CC(=O)N1CCC(C(N)=O)CC1)C1CCCCC1	2	88
COc1ccc(NC(=O)C2=C(C)NC(=O)NC2c2cccc(Cl)c2)cc1 (stereo not drawn)	0	nt
Cc1occc1C(=O)Nc1cccc2ccccc12	11&11	101
Cc1cc2ncn(N)c2cc1C	17	99
CCCOc1cccc(C(=O)Nc2ccc3c4c(cccc24)CC3)c1	-12	nt
Cn1c(C(=O)Nc2ccc3c(c2)OCO3)cc2sccc21	7	73
Cc1cccc(NCc2cccc([N+](=O)[O-])c2)c1	-13	nt
COC(=O)c1cc(C)sc1NC(=O)c1sc2cc(Cl)ccc2c1Cl	-4	nt
CN(C)C(=O)COc1ccc2ccc(=O)oc2c1	1&1	95
O=C(CC1N=C2c3ccccc3N=C(SCc3ccccc3Cl)N2C1=O)NCc1ccco1 (stereo not drawn)	-1	56
NC(=O)CCn1c(=O)oc2ccccc21	12	79
CCn1cnc2cc(NCc3ccncc3)ccc21	-2	113
NC(=O)CSc1nnc(Cn2c(=O)sc3ccccc32)n1CCc1ccccc1	3	86
O=C(C(=O)c1ccc(O)cc1)c1ccccc1	nt	61
Cc1nc2sc(C(c3ccccc3)N3CCC(O)CC3)c(O)n2n1 (stereo not drawn)	4	103
CCC(CC)C(=O)Nc1cc(OC)ccc1OC	-2	nt
Cc1cc2nc(-c3ccc(C)c(NC(=O)COc4ccc([N+](=O)[O-])cc4)c3)oc2cc1C	-3	nt
CCOC(=O)C1C(=O)NC(SC)=C(C#N)C1c1ccccc1[N+](=O)[O-] (stereo not drawn)	3	nt
NC(=O)C1CCN(c2nc(C3CC3)nc3c2nnn3Cc2ccccc2)CC1	-3	98
O=C(NCc1cccs1)c1csc2ccccc12	31	98
CCOC(=O)c1ccccc1NC(=O)CSc1ncc(C(=O)OCC)c(N)n1	9	100
O=C(Nc1ccc2oc(-c3ccccc3F)nc2c1)c1cccc([N+](=O)[O-])c1	99*	nt
COCCn1nnnc1C(c1ccc(Cl)cc1)N1CCSCC1 (stereo not drawn)	8	88
CCOC(=O)c1ccc(N2NC(=O)/C(=C/c3ccc(-c4ccc(Cl)c(C(=O)O)c4)o3)C2=O)cc1	51*	nt
Cc1cc(C)cc(N2C(=O)NC(=O)/C(=C\c3ccc(F)cc3)C2=O)c1	7	nt
O=c1cc(-c2ccc(Cl)cc2)[nH][nH]1	6	94
CCc1nnc(NC(=O)C2CCCCC2)s1	nt	92
CCOC(=O)C(NC(=O)CC)(Nc1cc(C)on1)C(F)(F)F (stereo not drawn)	-4	100
COc1ccc(OC)c(CN2C(=O)c3ccccc3C2C(=O)NCc2cccnc2)c1 (stereo not drawn)	-2	91
CC(C)Oc1ccccc1C1Nc2ccccc2NC2=C1C(=O)CC(c1ccccc1)C2 (stereo not drawn)	9	78
CCOc1ccc(NC(=O)C2=C(C)NC(=O)NC2c2cccc(Br)c2)cc1 (stereo not drawn)	-6	nt
CCOc1ccc(C2/C(=C(\O)c3ccccc3)C(=O)C(=O)N2c2cccnc2)cc1 (stereo not drawn)	8	nt
CS(=O)(=O)N(Cc1ccc(C(=O)NCc2ccc(Cl)cc2)cc1)c1ccccc1	-3	nt
